LRH-1 inv ag: inverse agonists of human LRH-1 (NR5A2) | O00482 | HEK293T StAR-luciferase reporter, LRH-1 transfected, 24 h | inhibition, % at 3.6 µM | AID 602396 | 360,000 tested, 0.13% active;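 active = inhibition above the mean inhibition of all tested compounds plus 3 SD, cut at about 73% in these data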;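 also: 0% = DMSO wells and 100% = reporter-only cells lacking LRH-1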
SRC3 inh: inhibits human SRC3 coactivator; Q9Y6Q9; HEK293 GAL4-SRC3 luciferase reporter, luminescence; inhibition, % at 3.6 µM; 360,000 tested, 0.17% active; AID 588352;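 active = inhibition above a per-campaign cutoff, the mean of all compounds plus 3 SD, cut at about 60% in these data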;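 also: 0% = DMSO-treated cells and 100% = gossypol-treated cells at 36 µM; higher means less SRC3-driven luciferase light from the GAL4 reporter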
Target sequence (Q9Y6Q9 whole entry, looked up, the tested form may be a part): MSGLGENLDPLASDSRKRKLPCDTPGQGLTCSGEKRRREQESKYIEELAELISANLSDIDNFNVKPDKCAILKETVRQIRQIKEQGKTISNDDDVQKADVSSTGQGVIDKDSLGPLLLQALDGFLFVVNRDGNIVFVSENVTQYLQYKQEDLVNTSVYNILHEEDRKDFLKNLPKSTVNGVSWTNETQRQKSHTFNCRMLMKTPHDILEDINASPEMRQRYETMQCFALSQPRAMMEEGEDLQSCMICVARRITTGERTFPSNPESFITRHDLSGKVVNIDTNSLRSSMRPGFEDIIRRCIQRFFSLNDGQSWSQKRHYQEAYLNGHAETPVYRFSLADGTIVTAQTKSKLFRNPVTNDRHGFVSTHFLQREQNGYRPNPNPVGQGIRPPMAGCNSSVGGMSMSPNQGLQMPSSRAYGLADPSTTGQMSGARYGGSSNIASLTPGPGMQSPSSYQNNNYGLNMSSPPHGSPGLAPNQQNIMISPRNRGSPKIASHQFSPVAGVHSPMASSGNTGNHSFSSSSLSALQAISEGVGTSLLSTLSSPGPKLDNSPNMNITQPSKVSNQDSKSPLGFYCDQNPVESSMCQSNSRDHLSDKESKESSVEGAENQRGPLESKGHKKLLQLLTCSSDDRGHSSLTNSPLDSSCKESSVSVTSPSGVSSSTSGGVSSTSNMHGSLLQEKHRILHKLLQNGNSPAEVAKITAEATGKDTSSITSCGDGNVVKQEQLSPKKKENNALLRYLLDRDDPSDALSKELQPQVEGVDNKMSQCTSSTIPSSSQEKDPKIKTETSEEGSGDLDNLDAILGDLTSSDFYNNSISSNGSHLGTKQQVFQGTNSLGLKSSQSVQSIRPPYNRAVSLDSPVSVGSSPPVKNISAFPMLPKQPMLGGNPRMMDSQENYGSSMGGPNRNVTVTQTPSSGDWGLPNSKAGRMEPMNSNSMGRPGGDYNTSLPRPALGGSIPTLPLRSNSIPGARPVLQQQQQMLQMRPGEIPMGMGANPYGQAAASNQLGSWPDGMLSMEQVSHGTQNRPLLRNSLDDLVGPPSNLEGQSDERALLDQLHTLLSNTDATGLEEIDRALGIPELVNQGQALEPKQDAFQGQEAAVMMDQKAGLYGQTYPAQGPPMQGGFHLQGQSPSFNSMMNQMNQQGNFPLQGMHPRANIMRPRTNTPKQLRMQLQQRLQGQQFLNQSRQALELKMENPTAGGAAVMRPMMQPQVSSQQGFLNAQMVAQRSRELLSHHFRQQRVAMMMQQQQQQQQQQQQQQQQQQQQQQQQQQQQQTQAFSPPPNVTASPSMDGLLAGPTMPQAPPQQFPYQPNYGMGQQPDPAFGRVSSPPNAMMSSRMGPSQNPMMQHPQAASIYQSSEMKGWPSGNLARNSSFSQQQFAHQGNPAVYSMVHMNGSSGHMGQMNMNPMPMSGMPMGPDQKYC
SRC1 inh: inhibits human SRC1 coactivator; inhibition, % at 3.6 µM; HEK293 GAL4-SRC1 luciferase reporter, luminescence; 360,000 tested, 0.12% active;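 active = inhibition above the campaign mean plus 3 SD, with each screening campaign given its own cutoff, cut at about 60% in these data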;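 also: 0% = DMSO treated cells and 100% = gossypol at 36 µM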
TROY NFkB inh: blocks TROY-dependent signaling in reporter cells. inhibition, % at 10 µM. AID 1347056. Q293 LMP1-TROYcd NF-kB luciferase reporter, 4 h. 360,000 tested, 0.98% active;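 active = compounds whose plate-normalised and pattern-corrected inhibition of the luciferase reporter signal at the single screening dose is 50% or more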
LMP1 NFkB inh: Epstein-Barr LMP1 NF-kappaB reporter inhibition; inhibition, % at 12.5 µM; 350,000 tested, 0.69% active; LMP1-induced NF-kappaB luciferase reporter cells, luminescence; in the data active = inhibition above about 41%;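 also: 0% = neutral control wells and 100% = reference inhibitor control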
SRC2 inh: inhibits human steroid receptor coactivator 2; 370,000 tested, 0.17% active; HEK293 GAL4-SRC2 luciferase reporter, luminescence; inhibition, % at 9 µM; AID 651957;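 active = inhibition above the mean inhibition of all tested compounds plus 3 SD, set per campaign, cut at about 52% in these data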;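 also: 0% = DMSO treated cells and 100% = cells given Gossypol at 36 µM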
TRAIL sens C8: sensitizes caspase-8 expressing cells to TRAIL | NB7+C8 cells + TRAIL, ATPlite viability luminescence | inhibition (viability loss, TRAIL sensitization), % at 10 µM | 360,000 tested, 1% active | AID 624354;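 active = compounds causing at least 50% loss of cell viability in the single-dose screen, relative to plate controls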
TLR9-MyD88 inh: inhibitors of human TLR9-MyD88 binding; Q9NR96+Q99836; CHO BLA complementation TLR9-MyD88, CCF4 FRET ratio; inhibition, % at 4.98 µM; 340,000 tested, 0.21% active; AID 504734;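 active = inhibition above the mean over all tested compounds plus 3 SD, cut at about 21% in these data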;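 also: 0% = DMSO only wells and 100% = clavulanate BLA inhibitor control wells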
TWEAK Fn14 block: TWEAK-Fn14 signaling inhibition; TWEAK-stimulated Fn14 reporter cells, luciferase luminescence, 8 h; inhibition, % at 10 µM; 360,000 tested, 2% active; in the data active = inhibition above about 50%
NR2F2 inh: NR2F2 (human) inhibition, primary screen | HEK293T NGFI-A luciferase reporter, luminescence | inhibition, % at 8.6 µM | 370,000 tested, 0.7% active | AID 686940;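 active = inhibition above a per-plate cutoff, mean inhibition of test wells between control levels plus 3 SD, cut at about 38% in these data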;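 also: cells cotransfected with COUP-TFII expression vector driving the NGFI-A reporter; 0% = median of COUP-TF2 test wells and 100% = reporter-only cells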
NOD2-RIPK2 inh: inhibitors of human NOD2-RIPK2 interaction | 360,000 tested, 0.38% active | inhibition, % at 4.98 µM | CHO BLA complementation NOD2-RIPK2, CCF4 ratio; in the data active = inhibition above about 21%;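 also: 0% = vehicle only and 100% = reference blocker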
* = called active by the depositor; nt = no result given. An excerpt; count on the stated rates, not on these rows.

no.	Structure	LRH-1 inv ag	SRC3 inh	SRC1 inh	TROY NFkB inh	LMP1 NFkB inh	SRC2 inh	TRAIL sens C8	TLR9-MyD88 inh	TWEAK Fn14 block	NR2F2 inh	NOD2-RIPK2 inh
1	CCOc1ccc(S(=O)(=O)N(C)CC(=O)N2CCCC2)cc1	-1	-10	7	2	-2	18	-1	1	17	12	10
2	Cn1c(=O)c2cc(NC(=O)Cc3ccccc3F)ccc2n1C/C=C/c1ccccc1	-26	-45	-21	-7	nt	-34	13	nt	-1	3	12
3	C#CCn1ccc(O)c(Cc2ccccc2)c1=O	11	13	-19	12	-1	1	-6	-16	7	5	-11
4	CSc1ccc(/C=N/NC(=O)c2ccc(O)cc2)cc1	-139	-61	-97	-43	-30	-46	43	-9	-1	-54	-1
5	CCc1noc(C)c1C(=O)N1CCSC1=Nc1cccc(Cl)c1C	-21	-6	11	-6	-15	-6	13	-14	10	-10	-5
6	CN(C)c1ccc(/C=N/n2c(-c3ccccc3Br)n[nH]c2=S)cc1	12	8	-8	2	-2	-48	13	-4	3	-19	-1
7	Cc1ccc(-n2nnnc2SCC(=O)Nc2ccc3c(c2)OCCO3)cc1C	31	14	13	-8	-1	-27	-3	-1	-22	4	8
8	Cc1ccccc1S(=O)(=O)NC(=O)C1(C)CCN1C(=O)C1CCCCC1 (centres undefined)	-3	-16	7	7	nt	-2	9	nt	-12	3	11
9	O=C(Cc1ccccc1[N+](=O)[O-])NNC(=O)c1cccs1	-10	-3	-15	-19	5	-34	1	-7	-11	1	1
10	CC(CC(C)C(=O)N1CCOCCN(C(=O)C(C)CC(C)C(=O)O)CCOCC1)C(=O)O (centres undefined)	4	-4	-1	3	6	-1	-7	2	-10	-14	-7
11	O=C(CSc1nccn1Cc1ccco1)Nc1ccccc1	5	-12	2	-12	-12	-36	-1	-12	-33	-1	-3
12	O=[N+]([O-])c1ncc(Br)cc1Nc1ccccc1	8	17	-6	16	0	4	-6	-4	-15	10	-6
13	CC(=O)NS(=O)(=O)c1ccc(N2C(=O)c3ccccc3C2=O)cc1	-1	7	5	7	-4	-10	1	3	-7	3	-2
14	COc1cccc(OCc2nc3ncc(Br)cc3[nH]2)c1	-45	-28	-31	-31	-12	-31	38	1	6	-43	9
15	O=C(NCc1ccc(Cl)cc1)C1CCN(C(=O)Cc2ccccc2)CC1	-8	0	10	4	1	-2	20	1	-4	8	-2
16	O=C(c1ccc(Cl)cc1)C1C2C(=O)N(c3ccccc3)C(=O)C2C2CCCN21 (centres undefined)	-1	13	-16	1	2	-1	-3	-1	9	-9	-2
17	COn1c2c(c3c4nonc4ccc31)CCCC2	2	-30	4	22	-2	38	3	5	21	2	9
18	N=Nc1c(O)n(CC(=O)Nc2ccccc2)c2ccccc12	-18	-37	-5	5	3	-17	2	-9	-8	18	1
19	Cc1nn(-c2ccccc2)c(Cl)c1/C=C/C(=O)c1ccc(O)cc1	12	-39	-19	13	7	-26	13	5	57*	-23	14
20	Clc1ccc(-c2nnc(-c3ccc(Br)cc3)c(N3CCSCC3)n2)cc1	-4	-2	-19	-42	9	-9	5	-10	-29	-10	3
21	COc1ccc(CCn2c(NN=C3CCCC3)nc3c2c(=O)[nH]c(=O)n3C)cc1	14	11	-26	-6	1	-49	-10	-4	-9	-4	-4
22	CCCc1c(C(=O)Nc2ccc(N3CCOCC3)cc2)cnn1-c1ccccc1	8	15	4	-6	2	6	2	-5	0	8	-4
23	CCOc1ccc(CCNC(=O)COC(=O)Cn2cnc3c2c(=O)n(C)c(=O)n3C)cc1OCC	-3	-3	2	-3	2	1	-10	0	-12	26	-6
24	O=C(O)/C=C/c1ccc(OCc2cccc(F)c2)cc1	-2	-1	-23	19	-20	-5	-2	11	21	10	-7
25	COc1cccc(CN(C(=O)c2ccccc2Cl)C2CCS(=O)(=O)C2)c1 (centres undefined)	2	-63	12	10	-1	-4	4	-5	4	12	4

Twelve neighbouring compounds already listed, for reference:
no.	Structure	LRH-1 inv ag	SRC3 inh	SRC1 inh	TROY NFkB inh	LMP1 NFkB inh	SRC2 inh	TRAIL sens C8	TLR9-MyD88 inh	TWEAK Fn14 block	NR2F2 inh	NOD2-RIPK2 inh
5	CCc1noc(C)c1C(=O)N1CCSC1=Nc1cccc(Cl)c1C	-21	-6	11	-6	-15	-6	13	-14	10	-10	-5
6	CN(C)c1ccc(/C=N/n2c(-c3ccccc3Br)n[nH]c2=S)cc1	12	8	-8	2	-2	-48	13	-4	3	-19	-1
7	Cc1ccc(-n2nnnc2SCC(=O)Nc2ccc3c(c2)OCCO3)cc1C	31	14	13	-8	-1	-27	-3	-1	-22	4	8
8	Cc1ccccc1S(=O)(=O)NC(=O)C1(C)CCN1C(=O)C1CCCCC1 (centres undefined)	-3	-16	7	7	nt	-2	9	nt	-12	3	11
9	O=C(Cc1ccccc1[N+](=O)[O-])NNC(=O)c1cccs1	-10	-3	-15	-19	5	-34	1	-7	-11	1	1
10	CC(CC(C)C(=O)N1CCOCCN(C(=O)C(C)CC(C)C(=O)O)CCOCC1)C(=O)O (centres undefined)	4	-4	-1	3	6	-1	-7	2	-10	-14	-7
11	O=C(CSc1nccn1Cc1ccco1)Nc1ccccc1	5	-12	2	-12	-12	-36	-1	-12	-33	-1	-3
12	O=[N+]([O-])c1ncc(Br)cc1Nc1ccccc1	8	17	-6	16	0	4	-6	-4	-15	10	-6
13	CC(=O)NS(=O)(=O)c1ccc(N2C(=O)c3ccccc3C2=O)cc1	-1	7	5	7	-4	-10	1	3	-7	3	-2
14	COc1cccc(OCc2nc3ncc(Br)cc3[nH]2)c1	-45	-28	-31	-31	-12	-31	38	1	6	-43	9
15	O=C(NCc1ccc(Cl)cc1)C1CCN(C(=O)Cc2ccccc2)CC1	-8	0	10	4	1	-2	20	1	-4	8	-2
16	O=C(c1ccc(Cl)cc1)C1C2C(=O)N(c3ccccc3)C(=O)C2C2CCCN21 (centres undefined)	-1	13	-16	1	2	-1	-3	-1	9	-9	-2

Later entries
no.	Structure	LRH-1 inv ag	SRC3 inh	SRC1 inh	TROY NFkB inh	LMP1 NFkB inh	SRC2 inh	TRAIL sens C8	TLR9-MyD88 inh	TWEAK Fn14 block	NR2F2 inh	NOD2-RIPK2 inh
26	COCc1nnc(NC(=O)CSc2ccc(C)cc2)s1	14	-2	-19	2	31	7	18	-3	-18	8	0
27	Cc1sc2c(c1C)c(=O)n(-c1cccc(C(F)(F)F)c1)c(=O)n2CC(=O)NCc1ccco1	10	4	14	1	1	18	-2	-11	-8	1	13
28	NC(=O)c1ccc(NC(=O)COC(=O)c2ccc(Cl)nc2)cc1	12	-1	1	-5	-3	7	2	-2	10	1	2
29	N#Cc1c(N)nc2c(c1-c1ccncc1)CCCCC2	-11	7	-7	-9	10	-16	5	1	3	-18	4
30	N#Cc1sc2nc(-c3cccs3)cc(-c3ccc(F)cc3)c2c1N	20	4	-11	7	-5	1	-1	26*	-18	2	12
31	Cc1cccc(NC(=O)C(C)SCc2nc3sc(C)c(C)c3c(=O)[nH]2)n1 (centres undefined)	16	-11	1	8	-7	9	-18	-7	13	7	-5
32	O=C(NCCCN1CCOCC1)c1ccc(/C=C2\Oc3ccccc3N(Cc3ccccc3F)C2=O)cc1	11	5	-21	49	0	-9	-2	2	-2	14	-2
33	Cc1ccc(C(=O)c2cn[nH]c2-c2cc(Cl)ccc2O)cc1	6	18	2	10	-15	5	-10	12	9	-7	3
34	O=C(Nc1ccc(Cl)cc1F)C1CC1c1ccccc1 (centres undefined)	-30	-31	-12	-25	-8	-17	-6	2	-17	-28	-13
35	CCOC(=O)Cc1[nH]nc2c1C(Cc1ccccc1)C(C#N)=C(N)O2 (centres undefined)	-4	21	-4	2	-1	5	-17	1	-13	6	-11
36	COc1ccc(C2C(C(=O)c3ccco3)=C(O)C(=O)N2Cc2cccnc2)cc1OC (centres undefined)	-23	7	-23	-40	-11	-5	8	2	-2	4	7
37	N#Cc1ccc(CN2CCN(C(=O)CC(NC(=O)c3ccccc3)c3ccccc3)CC2)cc1 (centres undefined)	-1	7	1	-7	-12	-15	-1	7	19	-11	7
38	CN1CCN(NC(=O)CN2C(=O)/C(=C/c3ccccc3Cl)SC2=S)CC1	12	1	-1	10	-4	-10	-1	-1	-16	-16	-9
39	CC(C)n1c(=O)c2ccccc2n1C(=O)c1ccccc1	-6	-6	-1	-9	nt	-43	6	nt	-9	-19	-1
40	COc1cccc(NC(=O)CN2C(=O)c3cccnc3Oc3ccc(Cl)cc32)c1	-17	-22	-6	12	-14	-30	-7	-12	-19	3	2
41	Cc1ccc(NC(=O)CCNC(=O)c2ccc(Br)cc2)nc1	-17	6	-10	-29	-8	-10	-17	3	-17	11	5
42	Cc1cc(NC(=O)c2ccc3nc(-c4ccccc4)c(-c4ccccc4)nc3c2)no1	-2	20	5	-1	-5	11	18	-1	-23	9	1
43	O=S(=O)(N/N=C/c1ccccc1OCc1ccc(Cl)cc1)c1ccccc1	-29	-22	-47	-24	-3	-22	6	-5	-10	-8	2
44	O=C(NC1CCCCC1)C(c1ccc(F)cc1)N(Cc1ccc2c(c1)OCO2)C(=O)c1cnsn1 (centres undefined)	-6	12	10	2	5	0	4	3	6	10	-6
45	CC12CCC(C(=O)NCc3ccccn3)(OC1=O)C2(C)C (centres undefined)	8	-15	-14	5	-18	15	1	-5	1	16	1
46	Cc1ccc(C(=O)NC(=S)Nc2ccccc2C(F)(F)F)cc1	-2	-5	0	-34	-10	-6	5	-1	5	-4	2
47	CCN(CC1CCCN(CCc2cccc(OC)c2)C1)C(=O)C=C(C)C (centres undefined)	-15	-17	-7	7	-1	-8	-5	-6	10	6	8
48	O=C(c1cccc(Cl)c1)C1CCCN(S(=O)(=O)c2ccccc2)C1 (centres undefined)	0	5	0	1	-4	-8	0	5	-13	11	-11
49	Cc1cccc(OCC(=O)NCCCNC(=O)c2ccco2)c1	-9	-8	-19	12	-1	-15	-1	2	7	16	-6
50	CC(=O)NN1C(=O)c2ccccc2NC1c1ccccn1 (centres undefined)	22	15	-8	6	10	5	21	9	1	8	12

Additional entries.
no.	Structure	LRH-1 inv ag	SRC3 inh	SRC1 inh	TROY NFkB inh	LMP1 NFkB inh	SRC2 inh	TRAIL sens C8	TLR9-MyD88 inh	TWEAK Fn14 block	NR2F2 inh	NOD2-RIPK2 inh
51	CCc1cc2cc(C)c(C)cc2nc1SCC(=O)NNC(=O)c1ccco1	-29	5	12	-26	2	-5	-10	-16	-18	14	8
52	Nc1ccc(C(=O)OCc2nc3ccccc3[nH]2)cc1	5	-24	-9	-18	-9	-36	-7	-4	-32	0	-9
53	Cc1cccn2c(=O)c(C(=O)NCCCN3CC(C)CC(C)C3)c(O)nc12 (centres undefined)	-1	-6	3	16	4	-9	2	-2	-3	0	-1
54	Cn1c(=O)c(C(=O)CN2CCc3ccccc32)c(N)n(Cc2ccccc2)c1=O	19	-8	6	4	12	-8	3	8	-11	8	-4

High-throughput results from PubChem.
